HTRA1 inhibitor: HTRA1 (human) protease inhibition; inhibition, % at 5.96 µM; Q92743; recombinant HTRA1, FP-rhodamine activity-based probe, fluorescence polarization; actives 0.5% (n = 340,000); AID 504803; in the data active means inhibition above about 36%;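 further: 0% = enzyme with DMSO and 100% = wells lacking enzyme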
Target sequence (Q92743 whole entry, looked up): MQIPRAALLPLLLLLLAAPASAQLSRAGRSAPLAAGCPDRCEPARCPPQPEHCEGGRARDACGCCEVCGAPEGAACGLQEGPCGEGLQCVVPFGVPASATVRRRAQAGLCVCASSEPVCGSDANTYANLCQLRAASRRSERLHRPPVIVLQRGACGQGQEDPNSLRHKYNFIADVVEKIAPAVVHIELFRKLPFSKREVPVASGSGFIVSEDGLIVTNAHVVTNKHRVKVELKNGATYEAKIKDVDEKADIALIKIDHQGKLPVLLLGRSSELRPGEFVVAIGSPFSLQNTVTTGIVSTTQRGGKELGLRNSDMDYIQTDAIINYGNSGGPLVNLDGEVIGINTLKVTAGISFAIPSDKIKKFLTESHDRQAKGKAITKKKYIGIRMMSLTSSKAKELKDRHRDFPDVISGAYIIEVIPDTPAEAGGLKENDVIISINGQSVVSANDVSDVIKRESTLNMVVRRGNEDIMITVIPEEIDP
PRMT1 FP inh: PRMT1 (human) inhibition, primary screen; actives 1.3% (n = 370,000); inhibition, % at 2.79 µM; recombinant PRMT1, activity-based probe fluorescence polarization;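 active means inhibition above about 21% made by adding two undisclosed values, limit read from the data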
SIAE inh: human SIAE inhibition, primary screen; SIAE FP-Rh probe binding, fluorescence polarization; Q9HAT2; AID 1053197; inhibition, % at 9.66 µM; actives 0.69% (n = 370,000);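 active means inhibition above a cutoff: mean of compounds within the control limits plus 3 SD of those, cut at about 17% in these data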;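 further: 0% = plate median of compound wells and 100% = probe without SIAE protein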
Target sequence (Q9HAT2 whole entry, looked up): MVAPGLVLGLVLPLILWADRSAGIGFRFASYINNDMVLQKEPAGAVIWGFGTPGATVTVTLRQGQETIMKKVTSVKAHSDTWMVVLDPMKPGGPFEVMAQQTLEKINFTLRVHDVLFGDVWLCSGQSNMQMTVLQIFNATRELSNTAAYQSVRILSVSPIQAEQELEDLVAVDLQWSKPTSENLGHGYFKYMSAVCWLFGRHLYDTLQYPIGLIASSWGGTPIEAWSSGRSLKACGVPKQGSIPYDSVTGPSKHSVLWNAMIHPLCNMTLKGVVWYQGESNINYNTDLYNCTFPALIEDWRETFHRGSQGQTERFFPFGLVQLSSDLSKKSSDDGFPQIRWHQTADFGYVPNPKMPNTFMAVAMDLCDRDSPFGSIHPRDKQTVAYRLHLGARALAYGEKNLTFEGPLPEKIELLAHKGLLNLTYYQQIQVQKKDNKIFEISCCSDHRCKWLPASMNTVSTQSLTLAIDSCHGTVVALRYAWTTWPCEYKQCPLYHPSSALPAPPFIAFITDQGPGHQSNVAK
GC-B act: GC-B (human) receptor activation | P20594 | HEK293-GC-B cells, CNP EC30, cGMP TR-FRET; 0% at EC30 CNP, 100% saturating CNP | activation, % at 10 µM | actives 0.11% (n = 370,000);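 active means activation at 10 µM reaching about 35% in either raw or pattern-adjusted values, limit read from the data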
rCAG binder: r(CAG) repeat RNA binding | TO-PRO-1 dye displacement fluorescence | inhibition, % at 3 µM | actives 1.3% (n = 370,000) | AID 651821;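 active means inhibition above the plate cutoff, the mean of all test compounds on that plate plus 3 SD, cut at about 35% in these data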;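 further: 0% = DMSO alone and 100% = 100 µM mitoxantrone as full dye displacement; higher means more dye released from RNA so lower well fluorescence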
mABHD4 FP: inhibits mouse alpha/beta hydrolase domain 4 | inhibition, % at 8.92 µM | Q8VD66 | purified mABHD4, FP-Rh probe fluorescence polarization | actives 0.54% (n = 370,000);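 active means inhibition exceeding the mean over every tested compound plus 3 SD, cut at about 30% in these data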;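 further: 0% = plate median of compound wells and 100% = S159A mutant with DMSO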
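Assay system: wild-type mouse ABHD4 protein; compound: single nominal dose of 8.92 µM, 0.89% DMSO final; schedule: 45 min + 60 min at 25 °C; measured by: FP readout, ex 525 nm / em 598 nm; evaluation: % inhibition of FP-Rh probe binding versus controls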
TCR-CD3 inh: blocks the human TCR-CD3 interaction. TAMRA-labeled TCR probe fluorescence, biochemical. inhibition, % at 9.4 µM. actives 0.37% (n = 360,000); in the data active means inhibition above about 19%;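 further: recombinant mutant TCR 2C K166C tagged with TAMRA read by polarization; 0% = receptor in buffer alone and 100% = receptor with positive control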
MBD2 inh: blocks human MBD2 binding to methylated DNA; actives 0.31% (n = 370,000); TR-FRET, MBD2 binding to methylated oligonucleotide; AID 686964; inhibition, % at 4.4 µM; Q9UBB5; in the data active means inhibition above about 13%
TDP2 inh: blocks human TDP2 phosphodiesterase activity; O95551; recombinant TDP2, T5PNP hydrolysis, p-nitrophenol absorbance 415 nm; inhibition, % at 12.8 µM; actives 0.34% (n = 370,000); AID 720702;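 active means inhibition above the mean of all tested compounds plus 3 SD, set per campaign, cut at about 25% in these data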;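 further: 0% = DMSO with enzyme and 100% = buffer with substrate but no TDP2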
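Test system: Human TDP2 enzyme | Reagent: 5 mM T5PNP | Compound dosing: 12.8 µM single point, 1% DMSO | Incubation: Enzyme reaction with compound for 2 h at 37 °C | Technique: p-Nitrophenol epi absorbance | Read-out: % inhibition relative to enzyme-containing and enzyme-free wells | Benchmarks: High control without enzyme, low control DMSO plus TDP2 | Replicates: Singlicate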
LEDGF integ inh: blocks HIV-1 LEDGF/p75-dependent DNA integration. TR-FRET IN-LEDGF/p75 DNA integration, Eu/Cy5. inhibition, % at 3.7 µM. actives 0.64% (n = 370,000). AID 743269;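 active means inhibition above the screen-wide mean plus 3 SD, cut at about 13% in these data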;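 further: signal is the Cy5 over europium emission ratio at 671 and 618 nm; 0% = plate median of compound wells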
Starred values were filed as active, the others as inactive; . = no result given. This is a subset (hit frequency here may not be typical).

SMILES	HTRA1 inhibitor	PRMT1 FP inh	SIAE inh	GC-B act	rCAG binder	mABHD4 FP	TCR-CD3 inh	MBD2 inh	TDP2 inh	LEDGF integ inh
COc1cc(NC(=O)c2cc3nc(C4CC4)cc(C(F)(F)F)n3n2)c(OC)cc1Cl	-13	-2	-3	-4	4	8	3	1	1	-2
O=C(Nc1nc2ccccc2[nH]1)C1CC(=O)N(c2ccc3c(c2)OCCO3)C1 (centres undefined)	-5	4	-2	-2	5	-1	-2	0	-6	-4
O=C(NCCCN1CCCC1=O)c1ccc(Cl)c(Cl)c1	4	-3	-6	2	31	1	-2	-2	3	6
CCN1C(=O)c2cccc3c(NC(=O)c4ccc(OC)c(OC)c4)ccc1c23	2	-1	6	-1	0	-1	-7	-10	8	0
CC1Cc2ccccc2N1C(=O)CCS(=O)(=O)c1cccs1 (centres undefined)	2	2	2	9	-2	9	5	-2	5	0
COc1ccc2nc(NC(=O)CCc3ccc(OC)c(OC)c3)sc2c1	-8	0	0	-2	-1	-2	2	3	-1	-3
O=C(O)/C=C/c1ccc(O)c(O)c1	4	6	3	2	0	10	-9	4	6	-5
COc1cc(C(=O)Nc2sc(C(=O)N3CCOCC3)c(C)c2C#N)cc(OC)c1OC	2	-2	-9	5	1	1	-1	-1	-9	4
O=CC(=O)c1ccccc1	6	9	1	3	-1	-9	-10	3	-11	2
CC1CCN(c2ccccc2NC(=O)c2cc3ccccc3o2)CC1	-4	0	-6	5	2	3	-5	0	0	3
CCC(C)(C)NC(=O)C(c1ccc(C)o1)N(Cc1cccs1)C(=O)Cn1nnc2ccccc21 (centres undefined)	-5	0	-5	-25	0	-1	7	-5	7	1
CCCCC(O)(CCCC)C(=O)NN(C(=O)OC)c1ccc(C)cc1	2	6	0	-3	-6	-12	3	7	-16	1
COc1ccc(C(=O)Nc2ccc3oc(-c4cccnc4)nc3c2)cc1OC	-5	1	-2	5	-2	-5	-2	-7	13	3
CCOC(=O)c1ccccc1NC(=O)CN(c1ccccc1)S(=O)(=O)N(C)C	-13	1	10	-16	-4	-5	0	-2	-7	-4
Fc1ccccc1Nc1n[nH]c(=S)s1	10	8	6	-4	1	3	3	1	-1	-1
CCOC(=O)[C@]12CCC=C1N(Cc1ccc3c(c1)OCO3)C(=O)[C@H](CC(=O)NCc1ccc(C)o1)C2	.	18	4	2	3	-10	-5	9	-2	4
CCN(CC)S(=O)(=O)c1ccc(C(=O)Oc2ccc3c(c2)OCO3)cc1	0	-1	3	8	5	-4	5	1	-3	3
O=C(OCCOc1ccccc1Cl)c1ccc(-n2cnnn2)cc1	-13	1	-5	0	5	-10	0	0	-14	2
O=C(Oc1ccc(Cl)cc1)c1ccc(N2CCOCC2)c([N+](=O)[O-])c1	-11	-2	10	0	-3	2	0	2	-2	0
Clc1cccc(-c2cc3nc4c(c(NCc5ccco5)n3n2)CCCC4)c1	-65	-1	-3	12	6	-10	3	2	6	1
Cc1ccc(NC(=S)NCCC2=CCCCC2)cc1	-14	-4	0	-2	-5	-7	2	-7	-21	1
Cc1cc(C(=O)COC(=O)c2ccc(NC(=O)CC#N)cc2)c(C)n1CCc1ccc(F)cc1	-62	0	-50	-1	23	-50	-8	2	4	-1
Cc1ccc(NC(=O)COc2ccc(C(=O)c3ccccc3)cc2)c(O)c1	-5	0	7	3	5	-1	2	-1	2	-2
CC(C)C(=O)Nc1ccccc1C(=O)OCC(=O)c1ccc2c(c1)OCCO2	7	-1	8	1	1	6	2	-2	0	1
O=C(NC1CCCCC1)c1cc(C2CC2)nn1-c1ccccc1	0	-6	0	-1	-1	6	-3	-6	1	2
CCCCc1nnc(NC(=O)CSc2nc(N)cc(=O)[nH]2)s1	5	4	-2	-2	1	4	-3	0	7	-4
CCOC(=O)C1CCN(C(=O)CCCN2C(=O)c3ccccc3C2=O)CC1	7	-2	-2	2	-6	6	4	-2	6	-3
CN1CCCC1CCNc1ccc2oc3ccccc3c(=O)c2c1 (centres undefined)	.	1	5	-7	5	2	-14	0	-2	0
O=C1CSC(c2cccc([N+](=O)[O-])c2)N1c1ccc(O)cc1 (centres undefined)	6	-1	1	7	3	1	-2	4	1	-1
CCOC(=O)c1cc(CC)sc1NC(=O)Cc1ccsc1	-40	2	-3	-13	-7	-11	6	2	1	5
COc1cc(C#Cc2c(-c3cncn3C)n(C)c3ccc(-c4ccc(OC)c(OC)c4)cc23)cc(OC)c1	-61	0	-21	2	12	6	-5	-4	-1	1
Cc1ccc(SCCC(=O)Nc2cccc(N(C)S(C)(=O)=O)c2)cc1	-7	-1	-1	-1	4	-11	-1	-3	-4	-3
COc1ccc(C(=O)N=c2sc3c(C)ccc(OC)c3n2C)cc1OC	-9	-4	-22	-5	3	-6	0	-4	-1	2
C[C@H](CO)N1C[C@H](C)[C@H](CN(C)S(=O)(=O)c2ccccc2C#N)OCc2cnnn2CCCC1=O	4	-4	2	0	0	3	3	-2	9	3
Cc1nn(C(C)(C)C)c(C)c1/C=N/OC(=O)Nc1ccc(Cl)cc1	-23	4	-8	5	-4	-3	-6	1	-1	-1
Cc1ccccc1NC(=S)Nc1cccc2cnccc12	7	1	9	2	3	7	4	-5	17	-4
O=C(NC(=S)NCCN1CCOCC1)c1ccccc1Cl	3	1	-2	3	1	0	1	1	-9	-2
O=S(=O)(N1CCCCC1)N1CCN(c2cc(Cl)ccc2Cl)CC1	-17	-4	8	5	-6	-3	4	-3	4	5
CC(C)(CNC(=O)c1ccc(Br)o1)N1CCOCC1	-2	2	0	-3	-5	10	-6	4	6	-1
COc1ccccc1C(=O)Nc1ccnn1C1CCN(Cc2ccccc2OCCO)CC1	3	1	4	-7	-7	8	-3	-6	0	-1

Single records, from the list above.
CC(C)C(=O)Nc1ccccc1C(=O)OCC(=O)c1ccc2c(c1)OCCO2 is listed with HTRA1 inhibitor = 7; PRMT1 FP inh = -1; SIAE inh = 8; GC-B act = 1; rCAG binder = 1; mABHD4 FP = 6; TCR-CD3 inh = 2; MBD2 inh = -2; TDP2 inh = 0; LEDGF integ inh = 1
CN1CCCC1CCNc1ccc2oc3ccccc3c(=O)c2c1 (centres undefined) is listed with HTRA1 inhibitor = .; PRMT1 FP inh = 1; SIAE inh = 5; GC-B act = -7; rCAG binder = 5; mABHD4 FP = 2; TCR-CD3 inh = -14; MBD2 inh = 0; TDP2 inh = -2; LEDGF integ inh = 0

(next part)
SMILES	HTRA1 inhibitor	PRMT1 FP inh	SIAE inh	GC-B act	rCAG binder	mABHD4 FP	TCR-CD3 inh	MBD2 inh	TDP2 inh	LEDGF integ inh
C=CCNC(=O)c1ccccc1NC(=O)c1ccccc1N(C)S(C)(=O)=O	-4	-1	1	4	-1	-2	8	-3	2	-1
CC1CCN(CCCNC(=O)c2cc3c(=O)n(C)c4ccccc4c3n2C)CC1	3	-6	3	-4	9	3	0	0	6	-3
COc1ccccc1-c1nnc(N(C)C(=O)C2CCCO2)s1 (centres undefined)	1	1	3	-3	-2	-4	6	-1	1	-1
FC(F)(F)c1ccccc1NC(=S)N1CCN(Cc2ccc3c(c2)OCO3)CC1	3	-2	1	1	-5	0	5	-4	1	10
CC(=O)c1cccc(CN2CCC(CO)(CCCc3ccccc3)CC2)c1	2	-7	6	-4	0	-3	6	5	1	-1
CCC(C)NC(=O)c1ccc2c(Cl)c3c(nc2c1)CCC3 (centres undefined)	-4	1	-2	-1	0	1	2	8	11	0
CC(=O)c1cccc(NC(=S)N2c3ccccc3CC2C)c1 (centres undefined)	-4	0	-5	2	3	-1	3	2	-10	-11
COC(=O)c1cc(S(=O)(=O)NCCCc2ccco2)c[nH]1	-3	2	2	4	9	3	2	-1	4	4
CC1CCCCC1NC(=O)COc1ccc(C#N)cc1 (centres undefined)	-4	6	1	2	1	-1	-6	-4	4	-1
CCOc1cccc2c1OC1(C)CC2NC(=O)N1c1ccc(OC)cc1 (centres undefined)	5	-2	-1	-4	-6	-4	1	2	6	1
O=C(NCC1CCCO1)c1ccccc1OCc1ccc(Cl)cc1 (centres undefined)	-9	0	10	8	-9	3	-4	-2	7	1
CN(Cc1ccccc1F)c1nc(-c2cccs2)nc2ccccc12	-28	-1	-5	4	2	-14	4	0	-5	0
CCN(CC)C(=O)C1CCN(C(=O)c2oc3ccc(C)cc3c2C)CC1	7	-3	-8	1	-11	4	-1	-3	-4	-1
COc1ccc(NC(=S)NNC(=O)C2CC2c2ccc(C)cc2)cc1 (centres undefined)	1	0	0	-3	3	2	7	0	-12	4
COc1cc(OC)cc(C(=O)Nc2ccccc2S(=O)(=O)N2CCCC2OC(C)=O)c1 (centres undefined)	-2	-3	0	8	-4	-2	4	-3	-2	3
CC(C)(CO)NCc1c(OCc2ccc(Cl)cc2)ccc2ccccc12	1	0	-8	-20	15	5	6	-2	-7	-4
O=C(CCCN1C(=O)CCC1=O)Nc1ccc2c(c1)OCO2	0	0	0	6	-4	-3	-3	3	5	1
NC(=O)C1=C(N=C2CCCCC2)CCCC1	4	0	6	-4	0	2	-8	0	4	-4
CCC(C(=O)NCc1ccncc1)c1ccccc1 (centres undefined)	3	1	4	-4	-3	1	1	2	3	2
CCCn1c(C(O)c2ccc3c(c2)OCO3)nc2ccccc21 (centres undefined)	3	1	0	-4	-4	2	6	0	-1	-2

Four entries from above, in CSV form:
SMILES,HTRA1 inhibitor,PRMT1 FP inh,SIAE inh,GC-B act,rCAG binder,mABHD4 FP,TCR-CD3 inh,MBD2 inh,TDP2 inh,LEDGF integ inh
CC1CCCCC1NC(=O)COc1ccc(C#N)cc1 (centres undefined),-4,6,1,2,1,-1,-6,-4,4,-1
CCOc1cccc2c1OC1(C)CC2NC(=O)N1c1ccc(OC)cc1 (centres undefined),5,-2,-1,-4,-6,-4,1,2,6,1
O=C(NCC1CCCO1)c1ccccc1OCc1ccc(Cl)cc1 (centres undefined),-9,0,10,8,-9,3,-4,-2,7,1
CN(Cc1ccccc1F)c1nc(-c2cccs2)nc2ccccc12,-28,-1,-5,4,2,-14,4,0,-5,0

Next records:
SMILES	HTRA1 inhibitor	PRMT1 FP inh	SIAE inh	GC-B act	rCAG binder	mABHD4 FP	TCR-CD3 inh	MBD2 inh	TDP2 inh	LEDGF integ inh
Cc1sc(NC(=O)C2CCCCC2C(=O)O)c(C(N)=O)c1-c1ccc(C(C)(C)C)cc1 (centres undefined)	3	3	2	1	7	11	-10	5	-3	-7
Cn1cnnc1SCC(=O)Nc1cc(S(=O)(=O)N2CCCCC2)ccc1Cl	6	-4	6	-6	-1	-1	-2	-4	7	2
Cc1ccc2oc(C(=O)NCCC3CCCCO3)c(C)c2c1 (centres undefined)	-2	-6	-4	6	-5	-9	-1	-1	-21	6
Cc1ccc(C(=O)CSc2nnc3ccccn23)c(C)c1	2	3	-4	1	-7	6	-9	5	-4	-3
Cc1[nH]c(=O)c(S(=O)(=O)c2ccccc2)c(C)c1Cl	-2	0	-3	7	-1	-1	1	4	0	-2
Cc1cc(Nc2ccccc2)nn1C(=O)c1ccc(Br)cc1	-24	-2	2	-15	1	-7	1	1	0	-2
CC(=O)N=c1sccn1CC(O)c1ccccc1 (centres undefined)	3	-2	-3	-1	0	-1	-3	-1	7	3
COc1ccc(-n2cnc3ccccc3c2=O)c([N+](=O)[O-])c1	-4	-5	8	2	0	0	2	-4	-6	-1
O=Cc1c(NCc2ccccc2Cl)c2ccccc2[nH]c1=O	8	-1	-2	-1	-2	7	5	3	6	-1

Source: PubChem BioAssay (several laboratories)
